MCF10A rerep: DNA re-replication induction in MCF 10a cells; actives 2.9% (n = 350,000); AID 624296; Potency, µM (top dose mostly 46.1 µM), inactives show top-dose activity, positive = re-replication, hits mostly activators; MCF 10A DNA re-replication, Hoechst nuclear intensity, 48 h; also: potency is read from the fitted curve at half-maximal effect; % of control where 0% means no effect; nearly all actives have a fitted effect of over 50% in size
HT1080 IDH1KD tx: kills HT-1080 cells with IDH1 knockdown; AID 686971; Potency, µM (series often up to 46.1 µM), inactives show at the top dose activity, negative = toxicity, hits mostly cytotoxic; HT-1080 IDH1 knockdown viability, ATP luminescence, 48 h; actives 2% (n = 360,000);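 also: potency is read from the fitted curve at half-maximal effect; 0% = DMSO wells and -100% = cell-free medium wells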
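Cytotoxicity counter-line: IDH1KD HT-1080, 48 h, CellTiter-Glo. Curves classed by r2, magnitude and activity.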
D3 ag: D3 dopamine receptor (human) agonism; D3R DiscoveRx beta-arrestin cells, luminescence, 90 min; max activation, %; actives 0.58% (n = 410,000); AID 652048; in the data active = max activation above about 30%; also: 0% is about no effect; mostly tested at two doses, the higher about 12 µM
Target sequence (P35462 whole entry, looked up): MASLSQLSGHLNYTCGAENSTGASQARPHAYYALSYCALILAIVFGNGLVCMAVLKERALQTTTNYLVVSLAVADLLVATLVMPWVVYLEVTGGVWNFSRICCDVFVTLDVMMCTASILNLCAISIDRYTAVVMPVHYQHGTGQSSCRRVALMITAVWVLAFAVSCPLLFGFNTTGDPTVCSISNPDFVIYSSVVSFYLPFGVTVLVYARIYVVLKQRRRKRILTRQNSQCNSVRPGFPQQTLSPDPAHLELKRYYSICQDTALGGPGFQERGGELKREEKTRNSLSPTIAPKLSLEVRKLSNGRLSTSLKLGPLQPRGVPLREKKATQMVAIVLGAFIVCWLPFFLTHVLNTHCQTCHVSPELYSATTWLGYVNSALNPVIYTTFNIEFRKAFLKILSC
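Cells at 1500/well, incubated overnight, then treated with pinned compounds (dopamine as control) for 90 min at 37 degrees C. DiscoveRx reagent added for 30 - 60 minutes at room temperature; luminescence read.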
HT1080-NT tox: kills 2HG-producing HT-1080-NT fibrosarcoma cells. HT-1080-NT fibrosarcoma viability, CellTiter-Glo ATP luminescence, 48 h. Potency, µM (top dose mostly 46.1 µM), inactives show at the top dose activity, negative = less viability, actives largely listed as cytotoxic. actives 1.6% (n = 360,000). AID 686970;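 also: NT is the 2HG producing partner of a matched IDH1 knockdown line; potency is read from the fitted curve at half-maximal effect; 0% = DMSO-treated cells and -100% = media-only wells without cells; nearly all actives have a fitted effect of over 55% in size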
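A 48-hour cytotoxicity screen used HT-1080-NT cells plated 2 hours before compound delivery. ATP-based CellTiter-Glo luminescence measured viability, normalized to DMSO and no-cell controls.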
KB-V1 MDR tox: KB-V1 MDR subline cytotoxicity; actives 3.4% (n = 400,000); KB-V1 MDR cells viability, CellTiter-Glo, 72 h; AID 1347076; Potency, µM (top dose mostly 46.1 µM), inactives show at the highest dose activity change, negative = cytotoxicity, hits mostly cytotoxic; also: potency is read from the fitted curve at half-maximal effect; % is scaled to controls: 0 for no effect and ±100 for the full control effect; nearly all actives have a fitted effect of over 60% in size
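Drug-selected KB-V1 cells, grown in DMEM lacking phenol red with 10% FBS, receive compound titrations; after three days at 37 degrees C, surviving cell ATP is quantified by CellTiter-Glo luminescence and responses normalized and curve-fitted.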
GLP1R cytotox: cytotoxicity counter-screen for GLP-1 receptor inverse agonists. Potency, µM (highest dose often 38.3 µM), for inactives: at the highest dose activity change, negative = inhibition, hits mostly inhibitors. actives 0.13% (n = 410,000). AID 624418. HEK293 cAMP-luciferase reporter cells, luminescence, 24 h;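 also: loss of luciferase light is scored as toxicity; potency is read from the fitted curve at half-maximal effect; % is scaled to controls: 0 for no effect and ±100 for the full control effect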
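Here, cytotoxicity is scored as loss of luminescence. The MLSMR collection was tested on cells seeded in medium containing 10% Nu serum, with a 24 hr compound exposure preceded by 12 hours of culture.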
IL-1B inflam inh: inhibitors of inflammasome signaling (IL-1 beta secretion); THP-1 LPS/ATP IL-1B secretion, AlphaLISA, 16 h; stronger effect = lower value; activity change, % at 57.5 µM; actives 4.7% (n = 360,000); AID 743279; in the data active = activity change below about -50%; inconclusive = mostly about -30% to -49%; also: % is scaled to controls: 0 for no effect and ±100 for the full control effect
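THP-1 cells pretreated 1 hr with compounds (up to 57.5 uM final), then stimulated with LPS (250 ng/mL final) plus ATP (1.25 mM final); secreted IL-1B measured by AlphaLISA after 16 hr, decreased signal indicating inhibition.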
KB-3-1 tox: KB-3-1 parental cell cytotoxicity. KB-3-1 viability, CellTiter-Glo ATP luminescence, 72 h. AID 1347075. actives 1.4% (n = 400,000). Potency, µM (titrated, usually from 46.1 µM), without a hit: at the highest dose activity change, negative = cytotoxic, actives largely listed as cytotoxic; also: potency is read from the fitted curve at half-maximal effect; % is scaled to controls: 0 for no effect and ±100 for the full control effect; nearly all actives have a fitted effect of over 60% in size
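KB-3-1 cells, DMEM (no phenol red) + 10% FBS; compound by pin transfer, 72 h, 37 °C. Readout: CellTiter-Glo luminescence after 10 min. Data normalized, curve-fitted.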
SW480 rereplic: inducers of DNA re-replication in SW480 colon cancer cells. SW480 DNA re-replication, Hoechst DNA content imaging, 48 h. Potency, µM (series often up to 46.1 µM), inactives show at the highest dose re-replication activation, usual class: activators. actives 1.8% (n = 340,000). AID 624297; also: potency is read from the fitted curve at half-maximal effect; % of control where 0% means no effect; nearly all actives have a fitted effect of over 55% in size
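First, 250 cells per well were seeded. Next, compound or vehicle (23 nL) was pinned in, plates sat 48 hr at 37 C. Finally Hoechst was added for 40 min before fluorescence scanning.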
The depositor's hits bear a star; ? = inconclusive; . = not tested or not shown; [ ] = remark or other dose. Unless noted, calls follow the shape of the dose curve; as a rule, active = well fitted curve in the direction sought with a large enough effect; inconclusive = small, poorly fitted or top-dose-only effect, or another doubt; inactive = no such curve, though single readings can be large; an effect the other way counts as inactive or inconclusive.

SMILES	MCF10A rerep	HT1080 IDH1KD tx	D3 ag	HT1080-NT tox	KB-V1 MDR tox	GLP1R cytotox	IL-1B inflam inh	KB-3-1 tox	SW480 rereplic
COc1ccc(C(=O)OC(C)C(=O)NC2CCCC2)cc1S(=O)(=O)N1CCOCC1 (stereo not drawn)	-5.7%	0.2%	0.0	-3.3%	4.6%	-11.8%	11.6	8.3%	-0.5%
Cc1c(NC(=O)COc2ccccc2Cl)c(=O)n(-c2ccccc2)n1C	11.8%	2.4%	2.3	-2.6%	-1.6%	-5.8%	-7.6	-4.3%	-15.9%
Cc1ccc(C(C(=O)NCc2ccco2)N(C(=O)Cc2cccs2)c2cccnc2)cc1 (stereo not drawn)	-3.1%	12.3%	2.3	13.1%	0.0%	-8.7%[7.66 µM]	-10.2	2.9%	-7.6%
O=C(O)c1ccc(N/N=C/c2cccc(F)c2)cc1	?	-1.9%	-2.1	-5.0%	-25.0%	-0.4%[1.53 µM]	23.0	-5.5%	-0.3%
CC(C)(O)C(=O)NNC(=S)NCc1ccco1	-9.6%	-3.3%	-4.1	0.2%	12.4%	-16.9%	0.0	-10.4%	16.5%
C[C@H]1O[C@@H](O[C@H]2CC[C@@]3(C)C(CC[C@]4(C)C3C=C[C@]35OC[C@@]6(CCC(C)(C)C[C@H]63)[C@@H](O)C[C@]54C)[C@]2(C)CO)[C@H](O)[C@@H](O[C@@H]2O[C@H](CO)[C@@H](O)[C@H](O)[C@H]2O)[C@H]1O (stereo partly drawn)	?	-10.1%	4.7	-2.4%	-24.6%	-7.3%	-15.3	0.0%	?
CC(C)CN(CC(C)C)C(=O)c1cccc(S(=O)(=O)N2CCc3ccccc32)c1	?	?	-6.2	?	10.3µM*	?	?	?	15.2%
Cc1cc(=O)c(C(=O)c2ccccc2)c(C)o1	-0.7%	16.4%	0.1	0.0%	?	21.7%	-8.0	5.7%	-10.4%
CCOc1ccc(C(=O)Nc2c(C(=O)Nc3ccccc3F)oc3ccccc23)cc1OCC	.	.	3.0	.	13.1%	4.4%	.	-6.8%	.
CC1CCN(c2nc3ccc(C(=O)N4CCN(Cc5ccccc5)CC4)cc3s2)CC1	-4.7%	-19.7%	-2.4	-17.3%	3.1%	-27.0%	?	?	-4.1%
Cc1ccccc1Nc1ncnc(N)n1	-1.9%	-6.8%	0.1	0.8%	-8.6%	-6.7%[7.66 µM]	-11.4	-0.4%	-0.7%
CSc1snnc1-c1ccccc1	?	13.9%	5.8	13.7%	-2.3%	-3.0%	-21.8	14.2%	-8.2%
O=C(NNC(=S)NCC1CCCO1)c1ccc(S(=O)(=O)N2CCOCC2)cc1 (stereo not drawn)	1.7%	1.3%	-2.0	-11.4%	4.2%	1.8%	2.5	-5.1%	2.1%
CC(=O)Nc1ccc(S(=O)(=O)NCC2CCC(C(=O)N3CCCCC3)CC2)cc1 (stereo not drawn)	1.3%	8.6%	24.5	11.1%	19.6%	1.6%	12.7	-2.3%	?
Cc1ccc(C(=O)NN=CC(=O)c2ccccc2)c(C)c1	-0.9%	-6.4%	-3.7	-3.7%	-2.3%	6.6%	-17.8	9.1%	-4.0%
O=c1sc(N2CCN(c3ccccc3F)CC2)nc2ccsc12	-4.9%	22.1%	18.2	23.9%	0.0%	3.3%	22.7	-3.1%	-1.9%
O=C(Nc1ccc2c(c1)OCCO2)c1c[nH]c(=O)n(-c2ccc(F)c(Cl)c2)c1=O	-0.2%	1.3%	0.6	2.8%	0.0%	12.4%	0.7	-0.3%	-3.2%
COc1ccccc1C(=O)COC(=O)c1ccc(-n2cnnn2)cc1	5.7%	1.7%	1.8	5.8%	-6.0%	-0.4%	3.4	?	1.7%
Cc1csc(SCC(=O)N(C)CC(=O)Nc2ccccc2Cl)n1	-1.3%	-0.6%	-4.4	3.3%	-1.7%	7.0%	7.8	-0.2%	-13.0%
CN(C)CCNc1ncnc2c1ncn2[C@H]1CN(Cc2ccc(Cl)cc2)C[C@@H](CO)O1	.	-0.1%	-5.7	11.7%	-6.2%	-9.9%	12.6	0.0%	.

Some of these compounds in order of count of non-hydrogen atoms, falling.
SMILES	MCF10A rerep	HT1080 IDH1KD tx	D3 ag	HT1080-NT tox	KB-V1 MDR tox	GLP1R cytotox	IL-1B inflam inh	KB-3-1 tox	SW480 rereplic
CCOc1ccc(C(=O)Nc2c(C(=O)Nc3ccccc3F)oc3ccccc23)cc1OCC	.	.	3.0	.	13.1%	4.4%	.	-6.8%	.
CN(C)CCNc1ncnc2c1ncn2[C@H]1CN(Cc2ccc(Cl)cc2)C[C@@H](CO)O1	.	-0.1%	-5.7	11.7%	-6.2%	-9.9%	12.6	0.0%	.
Cc1c(NC(=O)COc2ccccc2Cl)c(=O)n(-c2ccccc2)n1C	11.8%	2.4%	2.3	-2.6%	-1.6%	-5.8%	-7.6	-4.3%	-15.9%

Next section.
SMILES	MCF10A rerep	HT1080 IDH1KD tx	D3 ag	HT1080-NT tox	KB-V1 MDR tox	GLP1R cytotox	IL-1B inflam inh	KB-3-1 tox	SW480 rereplic
CC(=O)Nc1cccc(-c2ccnc3c2CC(C)(C(=O)NCC2CC2)O3)c1 (stereo not drawn)	.	.	1.5	.	-19.5%	-27.3%	68.9	11.6µM*	.
COCCN(CCOc1cc(C)cc(C)c1)Cc1ccc(Cl)cc1	18.4µM*	-9.7%	-20.1	0.8%	?	-7.6%	6.9	-1.0%	?
CCOC(=O)c1c(N)nn(C(=O)CC)c1-c1ccccc1	-2.8%	2.0%	3.1	3.0%	11.2%	-9.7%	-0.9	11.0%	-1.3%
COc1ccc(N(C(=O)c2ccccc2)S(=O)(=O)c2ccc3c(c2)n(C)c(=O)n3C)cc1	.	.	9.1	.	7.1%	-4.0%	.	1.5%	.
O=C(CSCC(=O)N1CCOCC1)Nc1nc(-c2ccccc2)cs1	0.6%	0.0%	-2.3	-0.2%	25.3%	1.0%	25.8	-6.0%	-2.6%
CCOC(=O)n1c(=O)n(Cc2ccccc2C)c2ccccc21	2.4%	-13.0%	3.3	-9.1%	-2.5%	0.0%	-3.5	11.6%	-78.2%[inhibitor]
Cc1ccc(C)c(S(=O)(=O)N2CCN(C(=O)c3ccnn3C)CC2)c1	0.4%	-1.5%	2.3	1.5%	-27.7%	4.9%	10.6	-1.9%	-1.4%
CN(CC(=O)Nc1ccccc1N1CCOCC1)S(=O)(=O)c1ccc(Cl)cc1	0.5%	9.0%	-2.3	-5.4%	?	-11.4%	-3.5	?	14.9%
COCCN1C[C@@H](CO)O[C@@H](n2cnc3c(N4CCN(c5ccccc5)CC4)ncnc32)C1	.	?	3.5	8.0%	-9.9%	-5.9%	33.8	0.0%	.
CCCCC(=O)Nc1ccc(C(=O)NNC(=O)c2ccco2)cc1	-1.8%	11.5%	-5.6	5.2%	0.5%	7.5%	3.4	4.0%	-13.0%
CC(Sc1nc2ccccc2c(=O)[nH]1)C(=O)O (stereo not drawn)	-1.1%	1.5%	-4.9	6.7%	-7.9%	1.6%	39.9	1.0%	-0.7%
C[C@H]1CNC(=O)c2c(C(=O)NC3CCN(C(=O)OC(C)(C)C)CC3)ncn21	.	-3.4%	-4.3	2.8%	0.0%	-2.9%	-17.2	0.1%	.
O=C1CCCS(=O)(=O)c2ccccc21	5.1%	12.4%	-6.3	11.2%	?	6.1%	31.7	13.6%	-0.8%
O=C(c1cccs1)N1C(=O)c2cccc3cccc1c23	-0.4%	-9.0%	-1.0	0.1%	-27.0%	14.4%	7.2	-5.7%	15.1%
CC(C)(C)NS(=O)(=O)c1ccc(NC(=O)c2cc(-c3ccccc3)nc3ccccc23)cc1	7.4%	3.0%	0.8	-2.5%	17.7%	13.3%	-2.7	-2.1%	-5.0%
O=C1Nc2cc(Cl)c(Cl)cc2N(O)N1c1cccc(Cl)c1	0.5%	1.7%	1.0	0.9%	15.2%	3.5%	-1.3	15.4%	1.1%
C/C(CC(=O)Nc1ccc(Cl)cc1Cl)=N\NC(N)=S	?	7.94µM*	-19.3	10µM*	11.9%	?	-11.6	15.1%	?
CCOc1ccccc1NC(=O)COn1nnc2ccc(Cl)cc21	-30.5%[inhibitor]	14.4%	-7.7	1.4%	-0.5%	5.9%	-11.4	7.7%	7.9%
CC12CS(=O)(=O)CC1SC(=S)N2Cc1ccccc1 (stereo not drawn)	-1.5%	-7.6%	-5.0	-1.4%	-0.2%	-2.3%	-5.1	2.4%	-12.7%
CCOc1ccc(N=Cc2c(O)c3ccccc3oc2=O)cc1	8.7%	-20.0%	-12.1	-8.2%	-0.8%	15.0%	-6.4	28.0%	0.4%
CCN(CC)c1ccc(NS(=O)(=O)c2ccc3c(c2)CCCN3C(C)=O)c(C)c1	.	.	-2.7	.	-15.1%	10.9%	.	0.0%	.
CC(C)C(=O)Nc1nnc(-c2ccco2)s1	1.3%	0.5%	-13.5	18.8%	0.3%	-3.3%	9.2	12.3%	-4.6%
Cc1ccc(Cl)cc1N(C)C(=O)c1sc2nc3n(c(=O)c2c1C)CCCC3	.	.	8.0	.	0.4%	-5.3%	.	0.0%	.
O=C(Cn1nnc2ccccc2c1=O)NCC1CCC(C(=O)O)CC1 (stereo not drawn)	5.4%	11.4%	-8.3	8.2%	7.9%	-2.3%	-1.2	5.2%	-23.3%
S=C(NCCc1ccccc1)N1CCOCC1	-9.9%	16.5%	-1.6	-0.2%	-3.2%	-2.7%	-10.7	6.3%	-2.3%
CC1=CC(C)C2C(=O)N(c3ccccc3)C(=O)C2C1 (stereo not drawn)	-12.6%	-5.5%	1.7	4.2%	3.0%	7.9%	?	0.4%	3.9%
CCC(C(=O)NC1CCCC1)N(Cc1ccco1)C(=O)Cn1nnc(-c2ccc(C)cc2)n1 (stereo not drawn)	2.4%	3.5%	25.6	-3.8%	7.6%	-15.0%	-9.2	5.2%	-1.7%

Screens as filed in PubChem.
